Source: PubChem BioAssay (Sanford-Burnham Center for Chemical Genomics)
GPR55 activation = selective activators of receptor GPR55 – imaging, U2OS cells, beta-arrestin-GFP redistribution, primary screen (AID 1961); U2OS GPR55 beta-arrestin-GFP redistribution imaging; higher % means a stronger effect; activation, % at 10 µM; hits with a dose series show EC50 in µM; 0.048% of 290,000 active;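 active = activation above 40% with more than 50 cells counted in the well; inconclusive = wells holding fewer than 50 cells, flagged as toxic or sparse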;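 note: U2OS osteosarcoma cells stably expressing GPR55 and beta-arrestin-GFP; plate controls were DMSO negative control for no effect and LPI positive control for full effect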
HIV fusion peptide = inhibitors of HIV fusion peptide binding, primary screen, biochemical, uHTS, fluorescence dequenching (AID 1986). cell-free peptide binding, fluorescence dequenching, 30 min; higher % means a stronger effect. inhibition, % at 20 µM; hits with a dose series show IC50 in µM. 0.3% of 290,000 active; in the data active = inhibition mostly above about 52%, no sharp cut-off; inactive = mostly below about 76%; note: some results filed as inactive read as strong as hits
Siah-1 displacement = Siah-1 peptide-binding antagonists, primary screen, biochemical, fluorescence polarization, rhodamine-plectin, uHTS (AID 1817); Siah-1 / rhodamine-plectin peptide fluorescence polarization; higher % means a stronger effect; 0.02% of 290,000 active; displacement, % at 20 µM, or IC50 in µM where a hit was titrated;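 active = displacement of at least 50% at 20 µM, with a fluorescence ratio check between 0.3 and a set limit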;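 note: plate controls were Siah plus tracer with DMSO for no effect and tracer alone without Siah for full effect; strong numbers were not always called active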
KOR beta-arrestin-1 = kappa opioid receptor activators – cell-based, luminescence, uHTS, primary screen (AID 1777) | one-dose activation, % at 10 µM; EC50 in µM for titrated hits | 0.02% of 280,000 active | KOR beta-arrestin recruitment, luminescence; higher % means a stronger effect; in the data active = activation above about 50%, passing the limit was not always enough; note: a part of the inactive calls stands beside numbers as strong as those of hits
KOR beta-arrestin-2 = KOR antagonists, beta-arrestin recruitment, cell-based, luminescence, uHTS (AID 1778); KOR beta-arrestin recruitment, luminescence, antagonist mode; higher % means a stronger effect; one-dose inhibition, % at 10 µM; IC50 in µM for titrated hits; 0.091% of 290,000 active; in the data active = inhibition above about 50%; note: strong numbers were not always called active
AID2073 = inhibitors of Mint1-CaV2.2 protein interaction, biochemical, HTRF (AID 2073) | inhibition, % at 20 µM; hits with a dose series show IC50 in µM | 0.19% of 290,000 active | HTRF protein-protein interaction, Mint1-CaV2.2; higher % means a stronger effect; in the data active = inhibition mostly above about 51%, no sharp cut-off; inconclusive = no clear call, values can overlap the other calls; inactive = mostly below about 53%; note: some results filed as inactive read as strong as hits
GPR55 antagonists = inhibition of LPI-stimulated GPR55 beta-arrestin translocation – imaging, U2OS, beta-arrestin-GFP, LPI agonist, primary screen (AID 2013); U2OS GPR55 beta-arrestin-GFP translocation imaging, LPI antagonism; higher % means a stronger effect; inhibition, % at 10 µM; hits with a dose series show IC50 in µM; 0.13% of 290,000 active;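 active = spots per cell inhibited over 60%, with over 100 cells counted and total cytoplasm intensity under 500,000; inconclusive = wells with under 100 cells, flagged as likely toxic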;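 note: U2OS cells stably carrying GPR55 and arrestin-GFP stimulated by 5 µM LPI near EC80; imaged beta-arrestin-GFP aggregate spots per cell after agonist stimulation; plate controls were LPI-stimulated DMSO wells for no effect and DMSO wells without LPI for full effect; some results filed as inactive read as strong as hits; confirmed hits need IC50 under 10 µM and bright autofluorescent wells are also inconclusive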
GPR35 arrestin U2OS = GPR35 antagonists blocking zaprinast-driven arrestin recruitment, primary screen, imaging, U2OS, beta-arrestin-GFP, zaprinast agonist (AID 2058); U2OS GPR35 beta-arrestin-GFP translocation imaging, zaprinast antagonism; higher % means a stronger effect; inhibition, % at 10 µM; hits with a dose series show IC50 in µM; 0.052% of 290,000 active;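 active = inhibition of at least 50% with at least 30 cells and total cytoplasm GFP at most 10,000,000; inconclusive = under 30 cells or total GFP of 10,000,000 plus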
NOD1 inhibition = NOD1 signaling inhibitors, primary screen, cell-based, luminescence, uHTS (AID 1578) | NOD1-driven NF-kB luciferase reporter cells, luminescence; higher % means a stronger effect | 1% of 290,000 active | inhibition, % at 4 µM, or EC50 in µM where a hit was titrated; in the data active = inhibition mostly above about 36%, no sharp cut-off; inactive = mostly below about 34%;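 note: HEK-293T reporter cells stimulated with the NOD1 agonist gamma-tri-DAP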
* = called active by the depositor; ? = inconclusive; . = not tested or not shown; [ ] = another dose, or the depositor's remark. Some of the compounds tested; the hit share may differ from the screen's.

SMILES	GPR55 activation	HIV fusion peptide	Siah-1 displacement	KOR beta-arrestin-1	KOR beta-arrestin-2	AID2073	GPR55 antagonists	GPR35 arrestin U2OS	NOD1 inhibition
Cc1nnc(SCC(=O)N2CCOCC2)s1	0.0%	2.1%	1%	-1.1%	11%	2%	-1%	6%	-26%
Oc1ccc(Cl)cc1C1=Nc2ccccc2N=C(c2ccco2)C1	-0.1%	16%	2%	-8.2%	3%	40%	-5%	-10%	-37%
C=CCN(CC=C)S(=O)(=O)c1ccc2nsnc2c1	0.2%	-1.9%	2%	-6.0%	27%	0%	-1%	-11%	13%
CCOC(=O)c1c(NC(=O)CSc2nncs2)sc(C)c1-c1ccccc1	-0.1%	-0.8%	-4%	-2.2%	-1%	12%	4%	0%	21%
CSc1ncc(Cl)c(C(=O)Nc2cccc(Cl)c2)n1	0.4%	-1.4%	-4%	0.5%	-13%	13%	2%	-2%	11%
O=C(COC(=O)Cn1cnc2ccccc21)Nc1cccc(S(=O)(=O)N2CCOCC2)c1	0.1%	1.8%	2%	-5.5%	2%	8%	5%	-1%	-2%
COC(=O)c1ccc(/C=C/c2c(-c3ccc(OC)cc3)oc3ccccc23)cc1	-0.3%	1.8%	7%	0.2%	1%[20 µM]	6%	7%	-16%	-4%
CN(C)c1ccc(-c2nnc(-c3cccs3)o2)cc1	-0.3%	-1.0%	9%	-3.3%	5%	12%	8%	-6%	-22%
O=C(Cn1nc(-c2ccc(N3CCOCC3)c([N+](=O)[O-])c2)c2ccccc2c1=O)N1CCCCC1	-0.1%	0.0%	3%	0.7%	-18%	-9%	0%	0%	-33%
O=C(CSc1cccc[n+]1[O-])Nc1ccccc1Oc1ccccc1	0.2%	0.4%	2%	-1.1%	11%	23%	3%	-8%	-32%
CCNc1sc(C(=O)c2cccs2)c(N)c1-c1nc2ccccc2s1	0.2%	1.2%	-3%	-2.1%	18%	46%	4%	-4%	-7%
C#CCOCCOCCOCCNc1nc(N2CCN(C(=O)[C@H](CCC(=O)O)n3cc(C(N)Cc4ccc(O)cc4)nn3)CC2)nc(N2CCN(C(=O)[C@H](Cc3cc4ccccc4[nH]3)n3cc(C(N)[C@H](C)CC)nn3)CC2)n1 (some centres not stated)	0.5%	3.0%	5%	-0.6%	5%	0%	6%	3%	-7%
CCCn1c(CNS(=O)(=O)c2ccc(C)cc2)nc2ccccc21	-0.1%	0.8%	2%	-1.6%	2%	6%	-3%	-4%	-16%
CC(C)(C)C1CC=C2C(C#N)=C(N)C(C#N)(C#N)C(c3cccs3)C2C1 (configuration not stated)	11%	-1.0%	2%	-3.4%	-37%	4%	-7%	-2%	6%
O=C(NC(=S)NC1C2CC3CC(C2)CC1C3)C12CC3CC(CC(C3)C1)C2 (configuration not stated)	-0.2%	-0.8%	-2%	-2.6%	-17%	1%	6%	4%	11%

An excerpt of these results, field by field.
> O=C(CSc1cccc[n+]1[O-])Nc1ccccc1Oc1ccccc1
  GPR55 activation = 0.2%
  HIV fusion peptide = 0.4%
  Siah-1 displacement = 2%
  KOR beta-arrestin-1 = -1.1%
  KOR beta-arrestin-2 = 11%
  AID2073 = 23%
  GPR55 antagonists = 3%
  GPR35 arrestin U2OS = -8%
  NOD1 inhibition = -32%

> CCNc1sc(C(=O)c2cccs2)c(N)c1-c1nc2ccccc2s1
  GPR55 activation = 0.2%
  HIV fusion peptide = 1.2%
  Siah-1 displacement = -3%
  KOR beta-arrestin-1 = -2.1%
  KOR beta-arrestin-2 = 18%
  AID2073 = 46%
  GPR55 antagonists = 4%
  GPR35 arrestin U2OS = -4%
  NOD1 inhibition = -7%

(list continues)
SMILES	GPR55 activation	HIV fusion peptide	Siah-1 displacement	KOR beta-arrestin-1	KOR beta-arrestin-2	AID2073	GPR55 antagonists	GPR35 arrestin U2OS	NOD1 inhibition
O=C(NC1CCCCC1)C1CCCN1S(=O)(=O)c1ccc(Cl)cc1 (configuration not stated)	0.0%	0.6%	-7%	-4.6%	-30%	4%	-6%	6%	9%
CCN1CCN(c2cc(C)c3cc(NC(=O)CCC(=O)Nc4ccc(OC)cc4OC)ccc3n2)CC1	-0.1%	1.5%	3%	-1.0%	-22%	4%	3%	-7%	-8%
CC(=O)NCC(=O)OCC(=O)c1ccc2ccccc2c1	-0.1%	2.7%	3%	-4.5%	0%	11%	9%	5%	7%
Cc1ccc(CN2CCNC(=O)C2CC(=O)N(C)CCc2ccccc2)cc1 (configuration not stated)	-0.3%	0.8%	5%	-2.0%	-18%	-11%	9%	14%	-29%
CCCOC(=O)c1ccc(-c2ccc(C=O)o2)cc1	0.9%	7.2%	10%	4.1%	9%	2%	14%	-13%	-44%
O=C(Nc1ccc(Cl)cc1Cl)N1CCN(c2ncccn2)CC1	-0.2%	0.4%	1%	.	8%	-5%	6%	5%	-30%
O=C(c1ccco1)N1CCCC(c2ccccc2)C1 (configuration not stated)	-0.2%	-0.7%	-2%	2.8%	-3%	-2%	-1%	-9%	-38%
COC(=O)c1sccc1NC(=O)CSCC(=O)O	0.0%	2.0%	-1%	0.7%	-21%	8%	7%	-3%	-42%
CCN(CC)CCCNC1=C(Cl)C(=O)c2ccccc2C1=O	-0.3%	-0.7%	9%	8.2%	-6%	-9%	-4%	0%	99%*
CCc1ccc(CNC(=O)C2CCCN(S(=O)(=O)N3CC(C)CC(C)C3)C2)cc1 (configuration not stated)	-0.1%	-1.2%	-3%	-6.1%	-18%	29%	-10%	5%	-7%
Cn1c(CCN2CCCCC2)nc2cc(NS(=O)(=O)c3ccc(Cl)cc3)ccc21	-0.3%	-0.5%	0%	-1.7%	47%	13%	6%	11%	28%
Cc1cc(C(=O)OCC(=O)c2ccc(Cl)c([N+](=O)[O-])c2)c2cccc(C)c2n1	-0.2%	4.6%	2%	-0.4%	-22%	21%	-3%	14%	-23%
Cc1onc(-c2ccccc2Cl)c1C(=O)Nc1ccccc1C(=O)NC(C)C	0.0%	-0.9%	0%	-0.4%	20%	-1%	12%	1%	6%
CCCCN(CCCC)S(=O)(=O)c1ccc2[nH]c(=O)[nH]c2c1	-0.1%	-2.6%	0%	-4.5%	20%	-3%	2%	-5%	18%
COc1ccc(C)cc1NC(=O)CSc1nnc(-c2cc3cccc(OC)c3o2)n1N	0.0%	2.7%	-1%	-3.1%	-3%	9%	-2%	-1%	1%

One compound at a time, as listed above. Order of screens: GPR55 activation, HIV fusion peptide, Siah-1 displacement, KOR beta-arrestin-1, KOR beta-arrestin-2, AID2073, GPR55 antagonists, GPR35 arrestin U2OS, NOD1 inhibition
CSc1ncc(Cl)c(C(=O)Nc2cccc(Cl)c2)n1 in the list: 0.4%, -1.4%, -4%, 0.5%, -13%, 13%, 2%, -2%, 11%
Cc1onc(-c2ccccc2Cl)c1C(=O)Nc1ccccc1C(=O)NC(C)C in the list: 0.0%, -0.9%, 0%, -0.4%, 20%, -1%, 12%, 1%, 6%

Next section.
SMILES	GPR55 activation	HIV fusion peptide	Siah-1 displacement	KOR beta-arrestin-1	KOR beta-arrestin-2	AID2073	GPR55 antagonists	GPR35 arrestin U2OS	NOD1 inhibition
O=C(NC1CCS(=O)(=O)C1)/C(=C\c1ccccc1)NC(=O)c1ccccc1 (configuration not stated)	-0.3%	2.1%	7%	-2.9%	-18%	1%	5%	-8%	-2%
CCOC(=O)C1(Cc2cccc(OC)c2)CCCN(C(=O)CCN2CCCO2)C1 (configuration not stated)	0.4%	-1.2%	-6%	-5.3%	39%	5%	1%	0%	-20%
C/C(=N/OC(=O)c1ccccc1)c1oc(C)nc1C	-0.2%	-0.5%	-1%	4.5%	-18%	-4%	0%	20%	-7%
O=S(=O)(CC(CN1CCCCC1)N1CCCCC1)c1ccccc1 (configuration not stated)	-0.2%	-0.1%	6%	0.5%	20%[20 µM]	1%	2%	7%	9%
C=C1C(C(=O)Nc2ccccc2)C1C(=O)Nc1ccccc1 (configuration not stated)	0.0%	-1.6%	0%	.	-12%	-4%	-8%	-7%	-2%
O=C(N/N=C/c1ccc(O)c(Br)c1)c1cc2c(ccc3ccccc32)o1	-0.1%	-1.6%	1%	3.5%	-40%	?	5%	2%	0%
CC(OC(=O)CCC(=O)c1ccc(F)cc1)C(=O)NC1CCCCC1C (configuration not stated)	-0.1%	2.0%	6%	2.4%	-16%	-11%	7%	-23%	-15%
COc1ccc(S(=O)(=O)NCC2CCCN(C(=O)CSC)C2)cc1 (configuration not stated)	0.8%	1.1%	8%	-0.1%	-25%[20 µM]	29%	4%	7%	-2%
CCOC(=O)C1C(C#N)=C(N)OC(C)=C1c1ccncc1 (configuration not stated)	0.0%	-2.3%	4%	1.3%	6%	-10%	0%	28%	32%
Cn1nccc1C(=O)Nc1ccc2c(c1)OCO2	0.0%	-1.5%	-2%	1.3%	8%	8%	13%	6%	-61%
CCOC(=O)Nc1nnc(-c2ccc(OC)cc2)s1	-0.1%	3.4%	-5%	1.3%	-6%	7%	1%	-4%	-18%
COc1cc(-c2[nH]ncc2CN2CCN(c3cccc(C)n3)CC2)cc(OC)c1OC	-0.2%	2.0%	15%	-1.1%	-23%	-6%	9%	1%	-12%
COc1cccc(/C=C/c2onc(C)c2S(=O)(=O)N2CCC(C(=O)NC3CCCCCC3)CC2)c1	-0.2%	-0.2%	-3%	5.4%	-1%	16%	1%	-8%	4%
O=C1CC(c2ccccc2)CC(=O)N1c1ccccc1	0.0%	1.1%	12%	1.3%	-28%	-18%	12%	1%	-11%
CCC1CCCCN1C(=O)CSc1nc2ccsc2c(=O)n1Cc1ccccc1 (configuration not stated)	-0.1%	-2.0%	3%	-5.9%	10%	-5%	12%	17%	-10%
Cc1ccc(-c2nnc(N3CCN(c4ccccn4)CC3)c3ccccc23)cc1	-0.1%	-2.5%	3%	-1.3%	21%	-10%	10%	-14%	.

In a second layout: results already given
SMILES,GPR55 activation,HIV fusion peptide,Siah-1 displacement,KOR beta-arrestin-1,KOR beta-arrestin-2,AID2073,GPR55 antagonists,GPR35 arrestin U2OS,NOD1 inhibition
COc1ccc(S(=O)(=O)NCC2CCCN(C(=O)CSC)C2)cc1 (configuration not stated),0.8%,1.1%,8%,-0.1%,-25%[20 µM],29%,4%,7%,-2%
CCOC(=O)C1C(C#N)=C(N)OC(C)=C1c1ccncc1 (configuration not stated),0.0%,-2.3%,4%,1.3%,6%,-10%,0%,28%,32%
